From PubChem
Giardia FBPA inh = inhibitors of Giardia lamblia fructose-1,6-bisphosphate aldolase; A8B2U2; purified Giardia FBPA; Potency, µM (doses to about 59.6 µM), for the others: at the highest dose activity, negative = inhibition, hits mostly inhibitors; 0.71% of 290,000 active; further: potency means the concentration at half of the fitted maximal effect; on the % scale 0 is the no-effect control and ±100 the full control effect; nearly all actives have a fitted effect of over 55% in size
Target sequence (A8B2U2 whole entry, looked up): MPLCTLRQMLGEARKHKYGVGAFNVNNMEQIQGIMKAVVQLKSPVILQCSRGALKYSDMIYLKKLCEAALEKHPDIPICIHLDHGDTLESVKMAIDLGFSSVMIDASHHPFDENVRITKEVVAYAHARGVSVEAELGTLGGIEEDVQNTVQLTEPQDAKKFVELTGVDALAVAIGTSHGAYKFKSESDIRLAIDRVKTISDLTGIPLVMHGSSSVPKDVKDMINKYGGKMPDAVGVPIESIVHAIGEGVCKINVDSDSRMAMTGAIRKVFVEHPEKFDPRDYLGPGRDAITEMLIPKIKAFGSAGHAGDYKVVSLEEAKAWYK
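Giardia FBPA (40 nM reagent) was preincubated 10 min at RT with compound (up to 57.5 uM final), then substrate plus GAPDH/TPI/NAD/arsenate coupling system with diaphorase/resazurin was added; resorufin fluorescence (525/598 nm) was read after 20 min.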
Pf growth 96h = P. falciparum growth inhibition at 96 hours | 6.9% of 320,000 active | P. falciparum luciferase reporter growth, 96 h | Potency, µM (top dose mostly 28.7 µM), inactives show at the top dose activity change, negative = inhibition, most hits filed as inhibitors; further: potency means the concentration at half of the fitted maximal effect; on the % scale 0 is the no-effect control and ±100 the full control effect
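P. falciparum expressing integrated firefly luciferase, in erythrocytes at 2% hematocrit, 0.05% parasitemia, incubated with compounds 96 h at 37 C, 5% CO2. Growth inhibition read as loss of luminescence; two-generation exposure targets delayed-death apicoplast inhibitors.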
Shiga toxin inh = Shiga toxin inhibition; Vero cells, Shiga toxin protein synthesis inhibition reporter; inhibition, % at 38.7 µM; 9.2% of 290,000 active; AID 2315; in the data active means inhibition mostly above about 28%, no sharp cut-off; inactive means mostly below about 43%; further: 0% is about no effect
Pf growth 48h = inhibits P. falciparum growth in the first generation, 48 h. 5.9% of 310,000 active. P. falciparum luciferase growth in erythrocytes, 48 h. Potency, µM (top dose mostly 28.7 µM), for inactives: top-dose activity change, negative = inhibition, actives largely listed as inhibitors. AID 504832; further: potency means the concentration at half of the fitted maximal effect; on the % scale 0 is the no-effect control and ±100 the full control effect
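First compound was added to culture medium, then infected red cells at 0.1% parasitemia and 2% hematocrit (final). After incubation at 37 C under 5% CO2, luciferase detection reagent was dispensed and light output recorded.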
HCV inh = blocks hepatitis C virus | Huh7.5.1 HCVcc-Cre infection, luciferase reporter, 44 h | Potency, µM (top dose mostly 41.8 µM), for inactives: at the highest dose activity change, negative = inhibition, hits mostly inhibitors | 3.4% of 340,000 active; further: potency means the concentration at half of the fitted maximal effect; on the % scale 0 is the no-effect control and ±100 the full control effect
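Compounds are dispensed onto cells plated 4 h earlier at 1,000 per well, with HCVcc-Cre virus (about 0.5 moi) added next. Following 44 h of culture, luminescent signal is measured for 15 sec after 15 min with substrate at room temperature.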
CHX counter = affects cycloheximide protein synthesis inhibition readout, counter-screen; AID 2314; 12% of 300,000 active; cell reporter, cycloheximide protein synthesis inhibition counterscreen; max response, %; in the data active means max response mostly above about 13%, no sharp cut-off; inactive means mostly below about 14%; further: read at 38.3 µM for the half of the compounds with a filed dose; 0% is about no effect
Active calls of the source: *; u = inconclusive; x = no result given; [ ] = remark or other dose. Unless noted, the call rests on the fitted dose curve; in most records, active means well fitted curve in the direction sought with a large enough effect; inconclusive means small, poorly fitted or top-dose-only effect, or another doubt; inactive means no such curve, though single readings can be large; an effect the other way counts as inactive or inconclusive.

Each structure is followed by: Giardia FBPA inh, Pf growth 96h, Shiga toxin inh, Pf growth 48h, HCV inh, CHX counter
CC1(C)Cc2cccc(OCC(=O)N3CCN(c4cccc(C(F)(F)F)c4)CC3)c2O1
  x, u, x, u, u, x
CCC(=O)NC(=S)Nc1cccc(C(C)=O)c1
  1%, 37%[activator], -3, 2%, 14%, 1
CC(C)(C)c1ccc(Cc2n[nH]c(=S)[nH]c2=O)cc1
  13%, -8%, -11, 0%, 4%, -6
Cc1cc(C)n2cc(CSc3nnc(N)s3)nc2n1
  -2%, 5%, 20, x, 10%, -1
O=C(CN(c1ccccc1)S(=O)(=O)c1ccc(F)cc1)NCc1cccs1
  x, u, x, u, -11%, x
O=C1C=C(c2ccc3c(c2)OCO3)C[C@@H](c2ccc3c(c2)OCO3)C1
  x, 35%[activator], x, 41%[activator], u, x
COc1cc(/C=C2\S/C(=N/S(=O)(=O)Cc3ccccc3)NC2=O)c([N+](=O)[O-])cc1OC
  21%, 8.3µM*, -13, u, -3%, -2
O=C(O)CNC(=O)c1ccc(NC(=O)/C(=C/c2ccccc2)NC(=O)c2ccccc2)cc1
  -12%, 19%, -4, 1%[0.00184 µM], 22%, -4
O=C(O)CCc1ccc(-c2cccs2)n1CC(=O)Nc1ccccc1C(F)(F)F
  12%, 25%, -13, -21%, -5%, 15
COc1ccccc1N(CC(=O)NC1CCCC1)C(=O)CCC(=O)Nc1ccccn1
  3%, 38%[activator], 52, -3%, 11%, -6
COc1ccc(-c2ccc(NCCN3CCOCC3)nn2)cc1OC
  -7%, 271%[activator], -2, -13%, 18%, 1
Cc1ccc(-n2c(SCC(=O)N/N=C/c3ccccc3C(=O)O)nnc2-c2ccc(Cl)cc2)cc1
  4%, 0%, -5, 2%, 11%, 2
CCOC(=O)CCCCNCc1ccccc1
  -4%, u, -1, 8%, 0%, 1
CNC(=O)C1=C(C)n2c(nc3ccccc32)NC1c1ccc(OC)cc1 (stereo unspecified)
  -8%, u, 2, u, 25%, 18
CSc1ncccc1C(=O)Nc1ccncc1
  x, u, 23, 11%, 5%, 4
COc1cccc(C(=O)OCC(=O)c2ccc(S(=O)(=O)N3CCCCC3)cc2)c1OC
  x, -16%, x, u, 6%, x
Oc1ccc(CN2CCc3ccccc3C2)c2cccnc12
  u, 3.7µM*, -7, u, 4µM*, 13
O=C(Nc1ccccc1)OCc1ccccn1
  0%, 284%[activator], 57*, 89%[activator], 5%, 26*
Cc1csc(SCc2nnc(-c3ccccc3Br)o2)n1
  -1%, -13%, 78*, 96%[activator], -9%, 48*
COC(=O)c1ccc(N2CCN(C)CC2)c(NC(=O)COc2ccccc2)c1
  -1%, 6%, -8, u, 6%, -2
Cc1ccccc1C(=O)Nc1cccc(NC(=O)Cn2cnc3c(=O)n(C)c(=O)n(C)c32)c1
  -3%, x, -15, u, u, -3
COc1ccc(OCC(=O)N/N=C2/C=C(C)CC2)cc1
  -7%, u, -12, u, 4%, 1
Cc1ccsc1C(=O)NCCc1c[nH]c2ccccc12
  x, 113%[activator], 73*, 154%[activator], -16%, 36*
COc1ccc(-c2cc3ccccc3n2CC(O)CNC(CO)(CO)CO)cc1 (stereo unspecified)
  3%, u, 22, 13%, -6%, 1
O=C(CCCCCn1nnc2ccccc2c1=O)Nc1ccccc1Cl
  14%, -16%, 5, 18%, -8%, -6
CCCCCC(=O)NNC1=NCC(Cc2cccc(Cl)c2)S1 (stereo unspecified)
  7%, 11%, -14, u, 5%, -6
CCCC1(C(=O)OCC)NC(c2ccc(O)cc2)C2C(=O)N(c3cccc(C(C)=O)c3)C(=O)C21 (stereo unspecified)
  5%, 0%, x, 0%, 3%, -3
COc1ccc(C(CNC(=O)CSc2ccccc2F)N2CCOCC2)cc1 (stereo unspecified)
  x, u, x, u, -12%, x
CCCCNC(=O)N1c2ccccc2CC1C (stereo unspecified)
  1%, -20%, 2, -19%[5.75 µM], -7%, -2
CCOCCCNCC(=O)Nc1ccc(OC(F)(F)F)cc1
  -17%, 28%, 27, x, -2%, 5
Cc1ccc(C(=O)NC2=NCCS2)cc1
  -11%, 158%[activator], 85*, 106%[activator], x, 34*
O=C(Cn1c(NCCCO)nc2ccccc21)c1ccc([N+](=O)[O-])cc1
  -29%, u, -17, u, 2%, 2
Cc1ccc(C(=O)Nc2ccc([N+](=O)[O-])cn2)o1
  8%, 159%[activator], 122*, 110%[activator], 1%, 45*
O=C(NC(=S)Nc1nc2ccccc2s1)c1cccs1
  u, -22%, 74*, 224%[activator], -11%, 82*
Cc1ccc(CNC(=O)CC(C)S(=O)(=O)c2ccc3c(c2)NC(=O)CO3)cc1 (stereo unspecified)
  x, 9.3µM*, -7, 6%, -3%, -2
CCc1nc(SCC(=O)NNC(=O)C(C)C)c2ccccc2n1
  1%, 12µM*, -9, u, 4%, -3
C=CCc1c(C)[nH]c2c(OC)cccc2c1=S
  -27%, 15%, -6, u, u, -3
CCOC(=O)C1(Cc2cccc(OC)c2)CCCN(C(=O)c2cc(C)oc2C)C1 (stereo unspecified)
  x, 15%, 76*, u, u, 39*
Cc1cc(C)cc(NC(=O)c2cccc(NC3=NC4CS(=O)(=O)CC4S3)c2)c1 (stereo unspecified)
  -16%, 1%, 0, u, 11%, 1
Cc1cccc2sc(N(CCCN(C)C)C(=O)CN3C(=O)c4ccccc4C3=O)nc12
  6%, 55%, -19, 25%, -23%, -2
CCn1cc(C(=O)N[C@@H](CCSC)C(=O)NCCCO)c(=O)c2cc3c(cc21)OCO3
  2%, u, -6, u, -10%, -3
O=C(NC1CCCCC1)C(c1cccs1)N(C(=O)c1ccccn1)c1ccccc1 (stereo unspecified)
  0%, u, -7, -28%, -2%, -1
COc1cc(C2Nc3c(F)cccc3C3C=CCC32)cc(Br)c1OC (stereo unspecified)
  -24%, 4%, 18, 9.3µM*, 1%, -1
COc1cccc(N2CCN(S(=O)(=O)c3c(C)[nH]c(C)c3C(=O)N3CCCCC3)CC2)c1
  -5%, u, -4, -20%, 13%, -3
CN(Cc1cccc(Cl)c1Cl)C(=O)c1cccc(S(=O)(=O)N2CCN(Cc3ccccc3)CC2)c1
  -4%, u, -9, u, x, -2
COc1cccc(/C=N\NC(=O)c2ccc(Cn3cc(Br)c([N+](=O)[O-])n3)o2)c1O
  8%, u, 56*, u, 2.8µM*, 44*
CN(Cc1nc2ccccc2n1C)S(=O)(=O)c1ccc(F)cc1
  0%, 4.7µM*, 26, 23%, 0%, 16*
CN(c1ccc(F)cc1)S(=O)(=O)c1ccc(Cl)c(C(=O)Nc2ccncc2)c1
  x, u, x, u, u, x
CCCOc1ccc(-c2cc(C(=O)NCC3CCCO3)c3ccccc3n2)cc1 (stereo unspecified)
  -8%, 129%[activator], 42, -16%, u, 18
Cc1cc(C)n(-c2ccc(C(=O)Nc3nnc(C)s3)cc2)n1
  3%, 55%[activator], -2, x, 14%, 6
Cc1cc(C)c(NC(=O)CN2CCC(NC(=O)NC3CCCCC3)CC2)c(C)c1
  0%, 65%[activator], -7, 27%, x, -3
Cc1cc(C)c(C(=O)N2CCCC(Nc3ccc(C)c(C)c3)C2)o1 (stereo unspecified)
  u, u, -10, -19%, -1%, 5
COc1ccc(C(=O)C2CCCN(C(=O)c3ccc(F)cc3)C2)cc1OC (stereo unspecified)
  1%, 11%, -5, -2%, x, -2
CC(=O)c1ccc(OC(=O)COc2ccccc2Cl)cc1
  16%, 19%, 25, 233%[activator], 16%, -2
CCOc1ccc(NC(=O)C2CCCN2S(=O)(=O)c2ccc(OCC)cc2)cc1 (stereo unspecified)
  2%, 17%, 1, -6%, -23%, 4
COc1ccc(C(=O)NC(=S)Nc2ccc(CN3CCCCC3)cc2)cc1Cl
  -19%, 31%[activator], -3, u, -18%, -7
Cc1ccc(C(=O)OCC(=O)N(C)C2CCS(=O)(=O)C2)cc1S(=O)(=O)N1CCOCC1 (stereo unspecified)
  x, -14%, x, -7%, 8%, x
Cn1c(=O)c2c(ncn2CC(=O)OCC(=O)c2ccc(F)c(F)c2)n(C)c1=O
  x, u, -5, 0%, 18%, -2
O=C1c2cccc(OCC(=O)N3CCCc4ccccc43)c2CCN1Cc1ccccc1
  -5%, u, 20, u, u, 14*
O=C(Nc1oc2ccccc2c(=O)c1-c1ccc(Cl)cc1)c1ccco1
  -14%, 9%, 13, 11%, -10%, 22*

Profiles, quoted from the list. Values in the order: Giardia FBPA inh	Pf growth 96h	Shiga toxin inh	Pf growth 48h	HCV inh	CHX counter
CN(Cc1cccc(Cl)c1Cl)C(=O)c1cccc(S(=O)(=O)N2CCN(Cc3ccccc3)CC2)c1 is entered as -4%	u	-9	u	x	-2
Cc1ccc(C(=O)NC2=NCCS2)cc1 is entered as -11%	158%[activator]	85*	106%[activator]	x	34*
COc1cc(C2Nc3c(F)cccc3C3C=CCC32)cc(Br)c1OC (stereo unspecified) is entered as -24%	4%	18	9.3µM*	1%	-1
C=CCc1c(C)[nH]c2c(OC)cccc2c1=S is entered as -27%	15%	-6	u	u	-3
Cc1ccc(C(=O)OCC(=O)N(C)C2CCS(=O)(=O)C2)cc1S(=O)(=O)N1CCOCC1 (stereo unspecified) is entered as x	-14%	x	-7%	8%	x

Additional records:
Each structure is followed by: Giardia FBPA inh, Pf growth 96h, Shiga toxin inh, Pf growth 48h, HCV inh, CHX counter
O=C(OCCCOC(=O)c1ccc(O)cc1)c1ccc(O)cc1
  x, u, 13, -6%, -4%, 2
Cc1oc(-c2ccccc2Cl)nc1CS(=O)(=O)CC(=O)NCCN1CCOCC1
  -2%, 6%, 1, 5%, 0%, -2
C/C(=N/NC(=O)CNC(=O)COc1cccc(C)c1)c1ccco1
  7%, 59%[activator], 18, -7%, 28%, -2
CCC(Nc1ncnc2ccc(-c3c(C)noc3C)cc12)c1ccccc1 (stereo unspecified)
  0%, x, 3, x, x, 11
CCOc1ccc(-c2nc[nH]c2[N+](=O)[O-])cc1
  4%, u, 15, 4%, 5%, 9
CCC(=O)Nc1ccc(C(=O)n2ccc(C)n2)cc1
  -3%, x, 15, 14%, 15%, 7
NS(=O)(=O)c1ccc(CCNC(=O)COC(=O)C2CCCN2C(=O)c2cccs2)cc1 (stereo unspecified)
  6%, 0%, -11, -1%, -3%, 13
COCCNC(=O)C1CC(c2cccc(F)c2)=NO1 (stereo unspecified)
  2%, 80%[activator], -5, 52%[activator], 22%, -2
COc1ccc(C2CC(c3ccccc3)=NN2C(=O)c2ccc(Cl)c([N+](=O)[O-])c2)cc1 (stereo unspecified)
  -9%, -9%, -4, 7%, u, 13
CCN(CC)C(=O)COc1ccc(N(C)S(=O)(=O)c2ccc(NC(C)=O)cc2)cc1
  -1%, u, 15, -11%, -1%, 6
CC(OC(=O)CNS(=O)(=O)c1ccc(C#N)cc1)C(=O)Nc1cccc(C#N)c1 (stereo unspecified)
  x, -18%, x, -3%, 7%, x
CN(CC(=O)N1CCCCC1)S(=O)(=O)c1ccc(Cl)cc1
  -3%, u, 24, 58%[activator], 8%, 15
C#CCOc1c(/C=C\c2nc(O)c([N+](=O)[O-])c(=O)[nH]2)cc(Br)cc1OC
  -8%, u, x, 5.2µM*, 10%, -3
Cc1c(NC(=O)CSc2nnc(N)s2)c(=O)n(-c2ccccc2)n1C
  7%, 30%, -9, 4%, 9%, -1
CCN(CC)C(=O)/C(=C/c1ccc(F)cc1)NC(C)=O
  5%, 6%, -6, 14%, 0%, -3
Cc1nc(SCC(=O)NC2CCCCC2C)c(C#N)c(C)c1C (stereo unspecified)
  x, 0%, x, u, u, x
COc1ccccc1Cc1noc(-c2cc(Cl)ccc2OC)n1
  -6%, x, 5, u, 7.1µM*, 8
CCSc1nnc(NC(=O)c2cc3c(s2)CCCC3)s1
  1%, x, 11, 27%, 8%, 25
CC(C)C(=O)NNC(=O)c1ccccn1
  -15%, 13µM*, 1, u, 5%, 5
COc1ccc(-c2nc(SC)n(C(=O)c3ccco3)n2)cc1
  5%, -8%, 59*, 70%[activator], -3%, 33*
